Bioassay records from PubChem BioAssay.
Pin1 inh – human Pin1 inhibition | Potency, µM (doses to about 115 µM), without a hit: at the highest dose activity, negative = inhibition, usual class: inhibitors | Pin1 FP peptide displacement, HiFluor488, 10 min | Q13526 | AID 504891 | 390,000 compounds, 0.009% hits; active means well fitted inhibition curve with a large enough effect in the polarisation, with a control signal flat, not every such curve was filed as active; inconclusive means small, poorly fitted or top-dose-only effect, or effect the other way, or a change in a side signal; inactive means no such curve, though single readings can be large or run the other way; the % refers to the polarisation; further: potency means the concentration at half of the fitted maximal effect; on the % scale 0 is the no-effect control and ±100 the full control effect
Target sequence (Q13526 whole entry, looked up): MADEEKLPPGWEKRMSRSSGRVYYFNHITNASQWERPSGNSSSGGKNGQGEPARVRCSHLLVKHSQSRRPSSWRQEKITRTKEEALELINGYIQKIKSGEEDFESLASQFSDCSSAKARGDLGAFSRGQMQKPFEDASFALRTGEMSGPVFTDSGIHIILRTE
TrxR1 inh – blocks rat thioredoxin reductase 1; O89049; recombinant rTrxR1, NADPH fluorescence consumption, selenite substrate; Potency, µM (series often up to 114 µM), without a hit: top-dose activity change, negative = inhibition, actives largely listed as inhibitors; 390,000 compounds, 1% hits; AID 588453; further: potency means the concentration at half of the fitted maximal effect; on the % scale 0 is the no-effect control and ±100 the full control effect; nearly all actives have a fitted effect of over 65% in size
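Rat TrxR1 (90 nM in the dispensed reagent) was pre-reduced with 400 uM NADPH for 5 min at room temperature, then incubated with compound for 15 min. After 400 uM selenite was added, NADPH fluorescence (Ex 340/Em 450 nm) was followed for 8 min.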
D2 agonist – agonists of human D2 dopamine receptor. P14416. HEK293 T-REx D2 cells, calcium flux agonist mode. activation, % at 2 µM. 340,000 compounds, 0.53% hits;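 active means activation over 3 SD above normal in the single-dose calcium agonist read, cut at about 30% in these data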; further: 0% is about no effect
Target sequence (P14416 whole entry, looked up): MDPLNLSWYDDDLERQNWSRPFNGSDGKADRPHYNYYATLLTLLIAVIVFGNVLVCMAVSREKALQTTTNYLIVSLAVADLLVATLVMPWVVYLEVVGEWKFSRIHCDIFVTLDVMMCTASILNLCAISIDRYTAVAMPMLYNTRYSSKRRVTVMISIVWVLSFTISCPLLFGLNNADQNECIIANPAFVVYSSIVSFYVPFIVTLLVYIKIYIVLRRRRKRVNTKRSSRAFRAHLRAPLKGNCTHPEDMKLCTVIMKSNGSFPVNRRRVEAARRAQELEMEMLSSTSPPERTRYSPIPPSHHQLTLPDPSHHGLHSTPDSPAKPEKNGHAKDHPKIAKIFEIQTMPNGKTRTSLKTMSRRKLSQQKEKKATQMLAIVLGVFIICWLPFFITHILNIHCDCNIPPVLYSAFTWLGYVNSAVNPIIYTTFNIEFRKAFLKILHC
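In this primary screen, compounds producing a positive calcium signal within 180 s of addition to tetracycline-induced, force-coupled HEK293 Trex D2 cells are flagged; cells are dye-loaded with a no-wash calcium kit beforehand.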
TRHR agonist – activates the human TRH receptor; TRHR cells, calcium flux fluo-8, FDSS agonist mode; 360,000 compounds, 0.18% hits; AID 493084; P34981; activation, % at 2 µM; in the data active means activation above about 30%; further: 0% is about no effect
Target sequence (P34981 whole entry, looked up): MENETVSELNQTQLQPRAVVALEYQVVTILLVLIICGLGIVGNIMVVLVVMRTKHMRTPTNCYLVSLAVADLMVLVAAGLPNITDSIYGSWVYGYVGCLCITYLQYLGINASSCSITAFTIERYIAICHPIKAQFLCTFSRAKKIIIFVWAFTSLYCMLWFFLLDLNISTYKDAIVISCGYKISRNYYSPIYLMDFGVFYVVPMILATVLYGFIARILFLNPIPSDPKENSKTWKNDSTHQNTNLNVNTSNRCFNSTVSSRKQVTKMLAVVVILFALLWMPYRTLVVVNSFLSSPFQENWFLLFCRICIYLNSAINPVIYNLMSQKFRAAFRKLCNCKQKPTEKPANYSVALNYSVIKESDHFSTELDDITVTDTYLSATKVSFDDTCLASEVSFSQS
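TRHR-expressing cells, plated overnight in medium with 10% serum, were loaded with fluo-8 calcium dye at room temperature. After a 10 s baseline, library compound was pin-added and calcium release was recorded kinetically (ex 480/em 530) as agonist response.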
mIDH1 inhibitor – blocks human mutant IDH1 R132H enzyme; O75874; IDH1-R132H enzyme, NADPH consumption, diaphorase/resazurin fluorescence; Potency, µM (series often up to 76.6 µM), without a hit: top-dose activity change, negative = inhibition, hits mostly inhibitors; 390,000 compounds, 0.093% hits; further: potency means the concentration at half of the fitted maximal effect; on the % scale 0 is the no-effect control and ±100 the full control effect; nearly all actives have a fitted effect of over 65% in size
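IDH1-R132H (0.5 ug/mL dispensed) in pH 7.5 Tris buffer was preincubated 30 min with compound, then given a substrate mix of 0.016 mM NADPH and 2 mM alpha-KG for 80 min at room temperature; remaining NADPH was read by diaphorase/resazurin fluorescence.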
TRHR enhancer – TRH receptor (human) allosteric enhancement; AID 493056; enhancement, % at 2 µM; TRHR cells, fluo-8 calcium fluorescence, EC20 TRH enhancement; 360,000 compounds, 0.66% hits; in the data active means enhancement above about 30%; further: 0% is about no effect
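TRHR-expressing cells loaded with fluo-8 calcium dye were read kinetically (ex 480/em 530) during compound addition, then stimulated with an EC20 of TRH (10 nM final). Enhancement of the Gq-mediated intracellular calcium response was scored.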
D2 antag – D2 dopamine receptor (human) antagonism; HEK293 TREx D2 cells, calcium flux, dopamine EC80; 340,000 compounds, 2% hits; inhibition, % at 10 µM; AID 485344; P14416; in the data active means inhibition above about 30%; further: 0% is about no effect
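Calcium flux kinetic readout in an inducible HEK293 TREx D2 line plated overnight at 30 C. After 180 s compound exposure, an EC80 dopamine challenge follows with another 180 s kinetic read to detect antagonism.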
USP1 inh – USP1/UAF1 (human) deubiquitinase inhibition; O94782; recombinant USP1/UAF1, Ub-Rhodamine cleavage fluorescence; Potency, µM (series often up to 57.1 µM), for inactives: at the top dose activity change, negative = inhibition, most hits filed as inhibitors; 390,000 compounds, 0.23% hits; AID 743255; further: potency means the concentration at half of the fitted maximal effect; on the % scale 0 is the no-effect control and ±100 the full control effect; nearly all actives have a fitted effect of over 60% in size; inactives centre near -12
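USP1/UAF1 complex at 1 nM was preincubated with compound for 15 min at room temperature, then Ub-Rho substrate (150nM final) was added. Fluorescence (480/540 nm) was read kinetically, 6 reads every 60 seconds.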
TrxR1 substrate – is turned over as a substrate by rat TrxR1; O89049; purified TrxR1 substrate turnover, NADPH consumption readout; Potency, µM (top dose mostly 114 µM), for the others: top-dose activity change, negative = substrate turnover; 390,000 compounds, 0.01% hits; further: potency means the concentration at half of the fitted maximal effect; on the % scale 0 is the no-effect control and ±100 the full control effect; nearly all actives have a fitted effect of over 50% in size
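Rat TrxR1, dispensed at 90 nM, was prereduced with 400 uM NADPH (final) for 5 min at ~22 deg C, then incubated with compound 15 min before 400 uM selenite. A first-read NADPH fluorescence drop versus no-compound background flagged substrates.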
An asterisk follows results filed as active; ? = inconclusive; . = not tested or not shown; [ ] = dose if it differs, or a comment. Unless noted, the call rests on the fitted dose curve; in most records, active means well fitted inhibition curve with a large enough effect; inconclusive means small, poorly fitted or top-dose-only effect; inactive means no such curve, though single readings can be large or run the other way.

Below each compound – mIDH1 inhibitor | TrxR1 substrate | Pin1 inh | D2 antag | TRHR enhancer | TRHR agonist | TrxR1 inh | D2 agonist | USP1 inh
> Cc1cc2c(cc1S(=O)(=O)NCc1ccccc1)NC(=O)CO2
  -1% | -3%[57.1 µM] | 0% | 29 | 1 | 0.2 | 2%[57.1 µM] | 0.8 | -9%
> COCCCNC(=O)Cn1c(=O)n(Cc2ccc(F)cc2)c(=O)c2sccc21
  1% | 6%[57.1 µM] | 7% | -2 | 2 | 0.1 | 4%[57.1 µM] | -1.1 | -3%
> Cc1ccc(NC(=O)CSCC(=O)Nc2nnc(C)s2)cc1
  -2% | -10% | 1% | 3 | 1 | -0.3 | 1% | -0.3 | -8%
> O=C(C1=C[C@H](c2ccc(C(F)(F)F)cc2)C[C@H](OCCCCO)O1)N1CCN(Cc2ccc3c(c2)OCO3)CC1
  7% | -14% | 2% | -15 | 4 | 0.3 | -1% | -0.4 | -14%
> Cc1ccc(S(=O)(=O)N2CCC(C(=O)OC(C)C(=O)NC(N)=O)CC2)cc1C (stereo not drawn)
  -1% | 3% | -1% | -11 | 2 | 0.0 | 9% | 0.4 | -15%
> c1ccc2c(c1)NC1(CCCCCC1)n1c-2nc2ccccc21
  1% | 219%[activator] | 5% | -5 | 1 | -0.2 | -13% | 1.0 | -9%
> CNC(=S)Nc1cc(Cl)ccc1Oc1ccccc1
  8% | -3% | 2% | 4 | 1 | 0.1 | -5% | 0.0 | -16%
> CNC(=O)c1c(NC(=O)CCS(=O)(=O)c2ccccc2)sc(C)c1C
  6% | 3% | -2% | 3 | 4 | -0.2 | -10% | 0.1 | -16%
> COc1ccc(C(=O)NCC2COc3ccccc3O2)cc1S(=O)(=O)N1CCOCC1 (stereo not drawn)
  9% | -14% | -7% | . | -3 | -0.7 | -24% | . | -19%
> CC(=O)Nc1ccc(S(=O)(=O)N(C)CC(=O)OC(C)C(=O)N(C)Cc2ccccc2)cc1 (stereo not drawn)
  0% | -7% | 16% | 2 | 1 | 0.5 | -5% | 0.0 | -18%
> CCn1c(NC(=O)c2ccc(F)cc2)c2ccccc2nc1=O
  4% | 6% | 0% | -4 | 3 | 0.0 | -21% | -0.3 | -8%
> COc1cccc(CN(C(=O)Cc2c[nH]c3ccccc23)C(C(=O)NC2CCCCC2)c2ccc(C)o2)c1 (stereo not drawn)
  -20% | -3%[57.1 µM] | 18% | 2 | -2 | -0.2 | -12%[57.1 µM] | -1.7 | -3%
> CC(C)OP(=O)(OC(C)C)C(O)c1cccc([N+](=O)[O-])c1 (stereo not drawn)
  11% | 2% | 1% | 3 | -9 | 0.1 | 21% | 0.0 | -8%
> CSc1nc2ccc(NS(=O)(=O)c3ccc4c(c3)OCCO4)cc2s1
  4% | -13% | 17% | 5 | -3 | 3.5 | -17% | 0.3 | -13%
> CCC(=O)Nc1c(-c2ccc(Cl)cc2)c(=O)c2ccccc2n1C
  -3% | 4% | 5% | -15 | -11 | 0.4 | 34% | -0.5 | -5%

In another format: 3 of the compounds above.
SMILES	mIDH1 inhibitor	TrxR1 substrate	Pin1 inh	D2 antag	TRHR enhancer	TRHR agonist	TrxR1 inh	D2 agonist	USP1 inh
COc1cccc(CN(C(=O)Cc2c[nH]c3ccccc23)C(C(=O)NC2CCCCC2)c2ccc(C)o2)c1 (stereo not drawn)	-20%	-3%[57.1 µM]	18%	2	-2	-0.2	-12%[57.1 µM]	-1.7	-3%
CC(C)OP(=O)(OC(C)C)C(O)c1cccc([N+](=O)[O-])c1 (stereo not drawn)	11%	2%	1%	3	-9	0.1	21%	0.0	-8%
CSc1nc2ccc(NS(=O)(=O)c3ccc4c(c3)OCCO4)cc2s1	4%	-13%	17%	5	-3	3.5	-17%	0.3	-13%

Carrying on.
Below each compound – mIDH1 inhibitor | TrxR1 substrate | Pin1 inh | D2 antag | TRHR enhancer | TRHR agonist | TrxR1 inh | D2 agonist | USP1 inh
> Cc1c(Cl)cccc1-n1nnc(-c2nc(-c3ccc4c(c3)OCO4)no2)c1C
  . | 2%[57.1 µM] | -3% | . | 2 | 0.1 | 23%[57.1 µM] | 0.3 | -25%
> COc1ccc(S(=O)(=O)NCC(c2cccs2)N2CCc3ccccc3C2)cc1 (stereo not drawn)
  3% | -10% | 10% | -8 | -3 | 0.6 | 6% | 0.4 | -19%
> O=C(CN1C(=O)C2CCCCC2C1=O)Nc1cccc(C(F)(F)F)c1 (stereo not drawn)
  6% | 7%[57.1 µM] | 2% | . | . | . | 9%[57.1 µM] | . | -18%
> CC1=C(C(=O)Nc2ccc(Cl)cc2)C(c2cccs2)n2nc(SCc3cccc(Cl)c3)nc2N1 (stereo not drawn)
  -20% | 3% | -3% | . | -5 | 3.4 | 20% | 0.8 | -12%
> COc1cc(/C=C(\C#N)c2nc3ccccc3[nH]2)cc(Br)c1OCc1ccccc1
  4% | 9%[57.1 µM] | 17% | . | -2 | 0.6 | 2% | . | -9%
> Cc1ccc(-c2cccc([C@H]3[C@@H]4C=CC[C@@H](C)[C@@H]4C(=O)N3Cc3ccccc3)c2)cc1
  0% | -2% | 2% | . | . | . | 20% | . | -25%
> CC(OC(=O)C1CC(=O)N(Cc2ccccc2)C1)C(=O)Nc1ccc(F)cc1Cl (stereo not drawn)
  -10% | 4% | -4% | 12 | 1 | -0.1 | 11% | 0.4 | -20%
> COc1cc(/C=N\NC(=O)C2COc3ccccc3O2)cc(OC)c1O (stereo not drawn)
  -6% | 3% | -6% | 4 | 1 | 0.8 | 11% | 2.5 | -21%
> CC(C)OCCCNC(=O)NC12CC3CC(CC(C3)C1)C2
  0% | -4% | ? | -16 | 0 | 0.6 | -7% | 0.0 | -19%
> Cc1ccc(C(=O)Nc2ccc(N3CCN(C(=O)c4ccco4)CC3)cc2)cc1
  7% | -3% | 5% | 4 | -10 | -0.8 | 10%[57.1 µM] | 0.2 | -12%
> Cc1noc(C)c1C(=O)NC(C)c1ccc2c(c1)OCO2 (stereo not drawn)
  3% | 12% | -1% | -3 | 5 | -0.2 | 17% | -0.4 | -15%
> CSCCC(NC(=O)c1ccco1)C(=O)NCc1ccc2c(c1)OCO2 (stereo not drawn)
  6% | -8% | -1% | . | 7 | -0.1 | -12% | . | -21%
> CCCc1cc(C(=O)NC2CCCC2)no1
  -3% | 7%[57.1 µM] | -3% | 4 | 6 | -0.5 | 13%[57.1 µM] | 0.8 | -10%
> C=C1C(O)C[C@@H](C(C)C)N(CC(C)C)S1(=O)=O (stereo partly drawn)
  0% | 0% | -2% | . | . | . | 23% | . | -16%
> COc1ccc(Nc2cc(C)c3cc([N+](=O)[O-])ccc3n2)cc1
  10% | -10% | 24% | -8 | 7 | 6.6 | 8% | 2.4 | -2%

One compound at a time (already shown). Order of screens: mIDH1 inhibitor, TrxR1 substrate, Pin1 inh, D2 antag, TRHR enhancer, TRHR agonist, TrxR1 inh, D2 agonist, USP1 inh
CNC(=S)Nc1cc(Cl)ccc1Oc1ccccc1 is entered as 8%, -3%, 2%, 4, 1, 0.1, -5%, 0.0, -16%
CCCc1cc(C(=O)NC2CCCC2)no1 is entered as -3%, 7%[57.1 µM], -3%, 4, 6, -0.5, 13%[57.1 µM], 0.8, -10%
COc1ccc(C(=O)NCC2COc3ccccc3O2)cc1S(=O)(=O)N1CCOCC1 (stereo not drawn) is entered as 9%, -14%, -7%, ., -3, -0.7, -24%, ., -19%
Cc1ccc(NC(=O)CSCC(=O)Nc2nnc(C)s2)cc1 is entered as -2%, -10%, 1%, 3, 1, -0.3, 1%, -0.3, -8%

Additional structures follow:
Below each compound – mIDH1 inhibitor | TrxR1 substrate | Pin1 inh | D2 antag | TRHR enhancer | TRHR agonist | TrxR1 inh | D2 agonist | USP1 inh
> CCCCNC(=S)NNC(=O)c1cc(C2CC2)nc2ccccc12
  6% | -5% | -13% | -1 | -1 | 0.1 | -19% | -0.7 | -13%
> CCOC(=O)c1c(NC(=O)Cn2cnc([N+](=O)[O-])n2)sc(C)c1C
  -8% | 0% | 0% | 5 | 20 | -2.1 | 11% | -0.8 | -4%
> Cc1cccc(Oc2coc3cc(OC(=O)c4cccs4)ccc3c2=O)c1
  -5% | -6% | 22% | -6 | 5 | 0.2 | -12% | 0.0 | -25%
> CCC(C(=O)NC1CCCC1)N(C(=O)Cn1nnc(-c2cccs2)n1)c1cnc2ccccc2c1 (stereo not drawn)
  0% | -1% | 3% | -8 | 1 | -0.1 | 12% | 2.1 | -15%
> O=C(c1c(Cl)nc2sccn12)N1CCCc2ccccc21
  7% | 0% | 0% | 1 | 4 | -0.2 | 8% | 0.8 | 6%
> O=C(c1ccc2c(c1)OCO2)N1CCc2ccccc2C1
  3% | 7% | -3% | -6 | -4 | -0.2 | 19%[57.1 µM] | -0.2 | -15%
> CCN(c1ccccc1)S(=O)(=O)c1ccc(C(=O)Nc2ccncc2)cc1
  5% | -12% | 1% | -13 | 4 | 0.4 | -4% | 1.0 | -10%
> Cc1cccc(CNC(=O)c2ccc(NC(=O)N3CCSc4ccccc43)cc2)c1
  -13% | 3% | 20% | . | 14 | -0.6 | 14% | 0.4 | ?
> O=C(COCc1cc(-c2ccc3c(c2)OCO3)on1)Nc1cccnc1Cl
  11% | -3% | 1% | 11 | -3 | 0.3 | -16% | 0.3 | -21%
> CCC(C)NCCOCCOc1ccc(Br)cc1C (stereo not drawn)
  3% | -5% | -3% | 25 | -1 | 1.3 | -8% | 0.9 | -5%
> CCC(C)C(NC=C1C(=O)OC(C)(C)OC1=O)C(=O)O (stereo not drawn)
  5% | 13%[57.1 µM] | -1% | 8 | -1 | 0.7 | 11% | 0.3 | 4%

Some of the compounds tested; the hit share may differ from the screen's.
